Source: PubChem BioAssay (National Center for Advancing Translational Sciences (NCATS))
Vif-A3F inh = qHTS for Inhibitors of Vif-A3F Interactions: qHTS; HeLa A3F-eYFP + Vif (tagged APOBEC3F with the HIV-1 protein that degrades it), YFP fluorescence increase; Potency, µM (series often up to 46.1 µM), for the others: at the highest dose activity, negative = active; 0.2% of 390,000 active; AID 602313, 2012; further: potency means the concentration at half of the fitted maximal effect; % of control where 0% means no effect; nearly all actives have a fitted effect of over 65% in size
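HeLa cells stably expressing A3F-eYFP plus Vif, plated and incubated overnight at 37 deg C, then exposed to compounds overnight at 37 deg C. Blocked degradation read as raised yellow fluorescence (Ex 488/Em 500-530).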
Vif-A3G inh = qHTS for Inhibitors of Vif-A3G Interactions: qHTS; HeLa A3G-eYFP + Vif (tagged APOBEC3G with the HIV-1 protein that degrades it), YFP fluorescence, overnight; Potency, µM (highest dose often 46.1 µM), without a hit: top-dose activity, negative = active, actives largely listed as inhibitors; 0.076% of 410,000 active;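 further: potency means the concentration at half of the fitted maximal effect; on the % scale 0 is the no-effect control and ±100 the full control effect; nearly all actives have a fitted effect of over 60% in size; hits raise eYFP signal because A3G escapes Vif-driven loss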
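Read-out is eYFP fluorescence (Ex 488/Em 500-530) from Vif-expressing HeLa A3G-eYFP cells; more signal means A3G escaped Vif-mediated degradation. Cells plated overnight, compound pinned in, incubated overnight at 37 deg C.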
LDHA inh = qHTS assay for inhibitors of human lactate dehydrogenase; 0.15% of 480,000 active; activity change, % (values are at about 110 or 230 µM); purified LDHA, NADH/diaphorase-resazurin fluorescence; hits give low values; L-lactate dehydrogenase A chain (Homo sapiens), P00338; in the data active means activity change below about -30%; inconclusive means mostly about -25% to -30%;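 further: plate controls were DMSO wells for no effect and wells without enzyme for full effect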
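LDH5 2 nM; NADH 0.06 mM, pyruvate 0.2 mM; 200 mM Tris pH 7.4, EDTA, Tween-20; 5 min RT. Detection: diaphorase 0.133 mg/mL + resazurin 37 µM, fluorescence ex540/em590 at 0 and 20 min; normalized to enzyme-free and DMSO wells.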
D2 antagonist = HTS Assay for Allosteric Antagonists of the Human D2 Dopamine Receptor: Primary Screen for Antagonists | D(2) dopamine receptor (Homo sapiens), P14416 | HEK293 TREx D2 cells, calcium flux, dopamine EC80 | inhibition, % at 10 µM | 2% of 340,000 active; in the data active means inhibition above about 30%; further: 0% is about no effect
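Dopamine at EC80 is the agonist stimulus; test compounds precede it by 180 s. Calcium flux read kinetically in a force-coupled, inducible HEK293 T-REx D2 cell line.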
ERG Ets-DNA blk = qHTS for Small Molecule Inhibitors of the ERG Ets/DNA interaction | fluorescence polarization, His-ERG Ets domain / labelled DNA | Potency, µM (highest dose often 76.9 µM), for inactives: at the top dose FP activity, negative = inhibition, actives largely listed as inhibitors | 0.028% of 370,000 active; active means well fitted inhibition curve with a large enough effect in the polarisation, with a control signal flat; inconclusive means small, poorly fitted or top-dose-only effect, or effect the other way, or a change in a side signal; inactive means no such curve, though single readings can be large or run the other way; the % refers to the polarisation;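 further: polarization taken with two DNA probes labelled with fluorescein and Texas red; potency means the concentration at half of the fitted maximal effect; % of control where 0% means no effect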
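His-tagged ERG Ets domain (1 uM in the protein solution; 300mM KCl, 50mM Tris-HCl, 1mM EDTA, 1mM DTT, pH 7.5) received compound, then a probe mix of 5 nM fluorescein-DNA and 100nM Texas-615-DNA. Fluorescence polarization was read for both dyes.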
Glioma ERSR ind = qHTS for Inducers of the Endoplasmic Reticulum Stress Response (ERSR) in Human Glioma: qHTS. U87-MG GRP78 promoter luciferase reporter, 16 h. Potency, µM, without a hit: at the top dose activation, hits mostly activators. 0.02% of 420,000 active. AID 602332, 2012; further: potency means the concentration at half of the fitted maximal effect; series mostly up to about 76 µM; % of control where 0% means no effect; nearly all actives have a fitted effect of over 35% in size
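Stably transfected U87-MG human glioma cells carrying a GRP78-based luminescent sensor were seeded at 1000 cells/well, pin-dosed with compounds and incubated 16 h. Luciferase reagent was then added, and end-point luminescence was read after 10 min at room temperature.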
12-LOX inh = Primary qHTS assay for inhibitors of human arachidonate 12S-lipoxygenase (ALOX12): Round 2; 1.1% of 580,000 active; AID 1671190, 2021; purified 12hLO, xylenol orange hydroperoxide absorbance; Polyunsaturated fatty acid lipoxygenase ALOX12 (Homo sapiens), P18054; Potency, µM (titrated, usually from 108 µM), inactives show at the highest dose activity change, negative = inhibition, most hits filed as inhibitors; further: potency means the concentration at half of the fitted maximal effect; on the % scale 0 is the no-effect control and ±100 the full control effect
Target sequence (P18054 whole entry, looked up): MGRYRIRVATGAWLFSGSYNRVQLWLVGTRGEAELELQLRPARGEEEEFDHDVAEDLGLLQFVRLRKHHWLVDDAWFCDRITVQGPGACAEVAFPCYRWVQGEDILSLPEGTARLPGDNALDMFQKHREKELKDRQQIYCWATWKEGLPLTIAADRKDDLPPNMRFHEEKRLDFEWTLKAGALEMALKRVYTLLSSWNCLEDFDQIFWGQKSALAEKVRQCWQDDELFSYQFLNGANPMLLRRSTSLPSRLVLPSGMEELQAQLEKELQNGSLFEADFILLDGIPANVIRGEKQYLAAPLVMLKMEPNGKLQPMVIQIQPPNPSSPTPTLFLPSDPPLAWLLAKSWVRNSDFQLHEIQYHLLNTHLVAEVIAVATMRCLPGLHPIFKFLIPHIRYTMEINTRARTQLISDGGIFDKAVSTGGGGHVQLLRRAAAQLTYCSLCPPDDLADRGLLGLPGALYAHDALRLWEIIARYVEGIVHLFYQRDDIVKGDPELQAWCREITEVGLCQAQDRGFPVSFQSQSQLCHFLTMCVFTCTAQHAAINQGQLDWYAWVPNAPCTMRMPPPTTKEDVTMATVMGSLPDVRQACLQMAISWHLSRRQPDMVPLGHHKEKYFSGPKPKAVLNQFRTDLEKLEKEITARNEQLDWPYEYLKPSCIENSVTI
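Hydroperoxide product was detected by ferrous iron/xylenol orange as the 573 to 405 nm absorbance ratio. Arachidonic acid at 40 uM (final) was turned over for 30 min at room temperature by 150 nM human 12hLO, pH 7.0 Hepes buffer, after 15 min compound preincubation.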
RGS4 inhibitor = Inhibitors of Regulator of G Protein Signaling (RGS) 4: qHTS | Regulator of G-protein signaling 4 (Homo sapiens), P49798 | Transcreener GDP fluorescence polarization, RGS4-accelerated GTP hydrolysis | AID 504845, 2011 | Potency, µM (titrated, usually from 114 µM), without a hit: at the highest dose activity change, negative = inhibition, actives largely listed as inhibitors | 0.039% of 390,000 active; further: potency means the concentration at half of the fitted maximal effect; on the % scale 0 is the no-effect control and ±100 the full control effect; nearly all actives have a fitted effect of over 75% in size; some results filed as inactive show a strong effect at the top dose
Target sequence (P49798 whole entry, looked up): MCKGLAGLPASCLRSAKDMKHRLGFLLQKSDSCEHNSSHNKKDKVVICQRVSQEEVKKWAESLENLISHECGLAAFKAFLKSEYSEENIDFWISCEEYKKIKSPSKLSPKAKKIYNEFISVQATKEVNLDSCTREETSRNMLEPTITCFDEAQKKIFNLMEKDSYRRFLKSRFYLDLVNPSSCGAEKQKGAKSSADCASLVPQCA
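MLSMR compounds (23 nl, pin-transferred) preincubated 10 min at room temperature with a 500nM (2x) first reagent, then RGS4 at 900nM (2x) plus Transcreener GDP mix added; fluorescence polarization (620/688 nm) read before and after 90 min at 30 °C.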
D2 ag = HTS Assay for Allosteric Agonists of the Human D2 Dopamine Receptor: Primary Screen for Agonists. D(2) dopamine receptor (Homo sapiens), P14416. HEK293 T-REx D2 cells, calcium flux agonist mode. activation, % at 2 µM. 0.53% of 340,000 active. AID 485358, 2010;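 active means activation over 3 SD above normal in the single-dose calcium agonist read, cut at about 30% in these data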; further: 0% is about no effect
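Agonism scored from kinetic calcium signal (1 read/sec, 180 s) following compound pin transfer, after a 10 s baseline. Cells: HEK293 Trex line expressing inducible D2 receptor coupled to calcium, dye-loaded after overnight culture at 30 C.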
Active calls of the source: *; ? = inconclusive; · = not tested or not shown; & = joins results of further samples; [ ] = remark or other dose. Unless noted, the call rests on the fitted dose curve; in most records, active means well fitted curve in the direction sought with a large enough effect; inconclusive means small, poorly fitted or top-dose-only effect, or another doubt; inactive means no such curve, though single readings can be large; an effect the other way counts as inactive or inconclusive.

Sequence of screens – Vif-A3F inh | Vif-A3G inh | LDHA inh | D2 antagonist | ERG Ets-DNA blk | Glioma ERSR ind | 12-LOX inh | RGS4 inhibitor | D2 ag
Cc1nnc(SC(C)C(=O)NC2CCCCC2)s1 (stereo not drawn)
    -17% | 2% | -5 | 2 | -2% | 0% | -22% | 16% | -0.1
Cc1cc(C(=O)COC(=O)c2n[nH]c3ccccc23)c(C)n1C
    5% | -2% | -9 | · | -6% | -5% | 0% | -10% | ·
O=C(COC(=O)C1(c2ccc(F)cc2)CCCC1)Nc1ncc(C(F)(F)F)cc1Cl
    -15% | -2% | -1 | 3 | -3% | -2% | -1% | -17% | 0.5
Cc1ccc(C)c(S(=O)(=O)c2nnn3c2nc(NCc2ccc4c(c2)OCO4)c2sccc23)c1
    -3% | -5% | 6 | · | -11% | -3% | -25% | 9% | -0.1
O=C1c2ccccc2C(=O)N1c1n[nH]c(CCc2ccccc2)n1
    0% | 0% | -14 | 10 | · | -5% | -6%[57.4 µM] | 1% | 0.3
O=C(NNC(=S)NC(=O)c1cn(-c2ccccc2)nc1-c1ccccc1)c1ccncc1
    -17% | 2% | 0 | -9 | -17% | 12% | ? | -24% | 3.0
Cc1cccc(NC(=O)CCCSc2nc3ccccc3[nH]2)c1
    5% | 1% | -4 | -12 | 0% | 2% | -3% | -9% | 1.3
COc1ccc(S(=O)(=O)NCCOc2ccccc2)cc1F
    1% | 2% | -17 | · | -6% | -5% | ? | 10% | ·
Cc1csc2nc(COC(=O)c3ccc(NC(=O)c4ccccc4Br)cc3)cc(=O)n12
    2% | 4% | -2 | · | -1% | -2% | -9% | 11% | 1.5
CCC/C(=N\NC(=O)CNC(=O)c1ccc(Cl)cc1)c1ccccc1
    12% | -1% | -6 | 7 | 1% | 0% | -3% | 8% | 0.4
Cc1nn2c(-c3ccc(Cl)cc3)ccnc2c1-c1ccccc1
    ? | 2% | -3 | 2 | -10% | -3% | 0% | 1%[11.4 µM] | 0.8
CCn1cc(C(=O)O)c(=O)c2cc(F)c(N3CCN(C(=S)NC(=O)c4ccccc4Cl)CC3)cc21
    -2% | 2% | 1 | 4 | 1% | -6% | 14% | 5%[11.4 µM] | 0.2
COc1ccc(OC)c(C(C(=O)NC2CCCCC2)N(Cc2ccco2)C(=O)c2ccccn2)c1 (stereo not drawn)
    -6% | 3% | -4 | 1 | -1% | -5% | 4% | 1% | -0.6
O=[N+]([O-])c1cccc(-c2ccc(/C=N/NC(=S)NCc3ccco3)o2)c1
    5% | 1% | -12 | -2 | 15% | -9% | 419%[activator] | 17% | -0.6
Cc1ccc(S(=O)(=O)N2CCC(C(=O)NCC3CCCO3)CC2)cc1 (stereo not drawn)
    -3% | 0% | 0 | 5 | -1% | -1% | 0% | 20% | -1.5
CCOc1ccccc1-n1c(=S)sc2c(=O)n(-c3ccc(C)cc3)c(=S)[nH]c21
    1% | 3% | -5 | -14 | 0% | -2% | ? | ? | 0.6
CCNc1ncnc2[nH]ncc12
    9% | 0% | -10 | · | -3% | -3% | 2% | -13% | ·
CCOC(=O)C1(C(C)(C)CC)CC(CSc2nc3ccccc3[nH]2)OC1=O (stereo not drawn)
    · | 1% | 0 | -12 | -3% | -3% | ? | 39% | 0.4
N#Cc1ccc(C(=O)Nc2ccccc2-c2nc3ccccc3s2)c(F)c1
    5% | 4% | 0 | · | 2% | -1% | 6% | 9% | 0.1
O=C(CC1NC2CCCCC2NC1=O)Nc1ccc2c(c1)OCO2 (stereo not drawn)
    0% | 1% | 6 | 2 | -13% | -4% | 0% | -22% | 0.2
O=C(NC(=S)NC1CCSC1=O)c1cccc([N+](=O)[O-])c1 (stereo not drawn)
    0% | 0% | -1 | 8 | 1% | -3% | 0% | -33% | 0.5
Cc1ccc(CSCC(=O)N2CCCC2)cc1
    7% | -14% | -5 | 33* | -3% | 4% | 0% | -14% | 1.4
CCC(CO)NC1=C([N+](=O)[O-])C(=O)CC(C)(C)C1 (stereo not drawn)
    -11% | 0% | -2 | 4 | 6% | -6% | 11% | 27% | 1.2
COCc1cccc(-c2csc(C(C)(NC(C)=O)c3ccc(OC)cc3)n2)c1 (stereo not drawn)
    · | -3% | -12 | · | · | -3% | -6% | · | ·
O=C(NCCCN1CCOCC1)c1ccc2c(c1)N(Cc1ccccc1F)C(=O)c1ccccc1S2=O (stereo not drawn)
    4% | -5% | -1 | -8 | -13% | -8% | 0% | 0% | 0.3
Nc1ccc(-n2nncc2-c2ccc(Cl)cc2)cc1
    -3% | 0% | -5 | -4 | -4% | 3% | 0% | 4% | -0.2
Cc1ccc(C(=O)Nc2ccc3c(c2)OCCO3)cc1
    -3% | -4% | -2 | 6 | 5% | -13% | 0% | 18% | 0.2
CCOC(=O)NC1C=CS(=O)(=O)C1 (stereo not drawn)
    -2% | -1% | 0 | 10 | -2% | -5% | 0% | -17% | -0.2
CN(c1ccccc1)c1nc2ccsc2c(=O)s1
    -7% | 0% | -4 | 19 | -2% | ? | -19% | 3% | -1.7
COc1cc(NC(=O)c2ccc(N3CCCC3=O)cc2)cc(OC)c1
    13% | -5% | -5 | · | -9% | 9% | 1% | -6% | ·
CC(=O)N1CCc2cc(S(=O)(=O)CCC(=O)NCc3ccc(C)o3)ccc21
    0% | -2% | -2 | -26 | 2% | -6% | 9% | 4% | 0.5
Nc1cc([N+](=O)[O-])ccc1O
    4% | -2% | 8 | 4 | -5% | -4% | ? | 15% | -1.3
O=C(Nc1ccccc1)N1CCN(C(=O)c2nsc3ccccc23)CC1
    -1% | 3% | 3&0 | · | -6% | -2% | ? | 9% | 0.7
COc1cc(NS(=O)(=O)c2ccc3c(c2)CC(=O)N3)cc(OC)c1OC
    1% | -4% | 3 | · | 2% | -3% | -14% | -6% | -0.1
CC(C)(C)S(=O)N1Cc2cc(C(=O)O)nc(-c3cccc(-c4cc5ccccc5o4)c3)c2[C@H]1CCO (stereo partly drawn)
    · | -4% | -32* | · | · | -3% | ? | · | ·
CC1(C)CC(=O)c2cnc(N3CCc4ccccc4C3)nc2C1
    -10% | -6% | -5 | -6 | · | 5% | -10% | -1% | 0.1
COc1cc(-c2coc3c(C(=O)NCc4ccc(C(F)(F)F)cc4)cccc23)ccc1O
    · | -5% | -4 | · | · | -1% | ? | · | ·
O=C(CCSCc1cccc(Cl)c1)NCc1ccc(F)cc1Cl
    1% | 6% | -2 | · | 5% | -1% | ? | 13% | 0.3
CCOCCc1nn2c(=O)cc(COC(=O)c3ccc4c(c3)OCO4)nc2s1
    2% | 4% | 2 | · | 3% | -4% | -2% | -31% | -0.9
CC(=O)Oc1ccc(-c2cccc(C(=O)Oc3ccccc3)c2)cc1
    -7% | -8% | 4 | 4 | -3% | 3% | 4% | -16% | 0.8

Structures above that contain a Cl atom (6):
Sequence of screens – Vif-A3F inh | Vif-A3G inh | LDHA inh | D2 antagonist | ERG Ets-DNA blk | Glioma ERSR ind | 12-LOX inh | RGS4 inhibitor | D2 ag
O=C(COC(=O)C1(c2ccc(F)cc2)CCCC1)Nc1ncc(C(F)(F)F)cc1Cl
    -15% | -2% | -1 | 3 | -3% | -2% | -1% | -17% | 0.5
CCC/C(=N\NC(=O)CNC(=O)c1ccc(Cl)cc1)c1ccccc1
    12% | -1% | -6 | 7 | 1% | 0% | -3% | 8% | 0.4
Cc1nn2c(-c3ccc(Cl)cc3)ccnc2c1-c1ccccc1
    ? | 2% | -3 | 2 | -10% | -3% | 0% | 1%[11.4 µM] | 0.8
CCn1cc(C(=O)O)c(=O)c2cc(F)c(N3CCN(C(=S)NC(=O)c4ccccc4Cl)CC3)cc21
    -2% | 2% | 1 | 4 | 1% | -6% | 14% | 5%[11.4 µM] | 0.2
Nc1ccc(-n2nncc2-c2ccc(Cl)cc2)cc1
    -3% | 0% | -5 | -4 | -4% | 3% | 0% | 4% | -0.2
O=C(CCSCc1cccc(Cl)c1)NCc1ccc(F)cc1Cl
    1% | 6% | -2 | · | 5% | -1% | ? | 13% | 0.3

Remaining list, next part
Sequence of screens – Vif-A3F inh | Vif-A3G inh | LDHA inh | D2 antagonist | ERG Ets-DNA blk | Glioma ERSR ind | 12-LOX inh | RGS4 inhibitor | D2 ag
Nc1nnc(SCC(=O)N2CCN(c3ccccc3)CC2)s1
    -5% | 2% | -1 | -1 | -2% | -2% | 0% | -6% | 1.2
N/C(=N\OC(=O)c1ccc(=O)n(Cc2ccc(Cl)cc2)c1)c1ccccn1
    ? | -27% | 1 | · | -10% | 1% | 5% | -10% | ·
COc1ccc(C(=O)c2c(C(F)(F)F)oc3c2C(=O)c2ccccc2C3=O)cc1
    -1% | -7% | 19 | -29 | -2% | -14% | · | 16% | 0.3
O=[N+]([O-])c1ccc2c([N+](=O)[O-])ccc3c2c1CC3
    2% | 7% | 2 | · | · | -5% | ? | · | ·

A portion of the library, so the mix of outcomes need not match the whole.
